# Bioassay records: PubChem, several laboratories
# T cell HTS: modulators of CD8 T cell-vesicle binding, primary screen, mouse 2C CD8+ T cells, flow cytometry; AID 2052, 2009; calls only at 7 µM; 330,000 compounds, 0.068% hits; 2C CD8+ T cell-vesicle binding; hits give low values;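 active = response, share of CD8 T cells binding vesicles, and their 90th percentile fluorescence all below set limits, cut at about 80% in these data, passing the limit was not always enough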
#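 Assay system: 2C TCR transgenic mouse naive CD8+ T cells, MACS-purified | Read-out: CD8+ gate FL2 mean fluorescence as % of same-row positive control | Signal: High-throughput flow cytometry with anti-B7-1 and anti-CD8 staining | Timing: Binding step 1.5 h, 37 °C, antibody labelling 20 min, ice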
# NTR1 ag: agonists of NTR1, primary screen, imaging, U2OS cells, beta-arrestin-GFP, high content (AID 493036) | Neurotensin receptor type 1 (Homo sapiens), P30989 | activation, % at 20 µM | 330,000 compounds, 0.17% hits | NTR1-U2OS beta-arrestin-GFP spot imaging, agonist mode;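 active = activation at or above 40% of the spot to cytoplasm intensity ratio, with at least 20 cells analyzed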;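 note: 0% = DMSO without peptide and 100% = 100 nM NTR1 peptide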
# Target sequence (P30989 whole entry, looked up): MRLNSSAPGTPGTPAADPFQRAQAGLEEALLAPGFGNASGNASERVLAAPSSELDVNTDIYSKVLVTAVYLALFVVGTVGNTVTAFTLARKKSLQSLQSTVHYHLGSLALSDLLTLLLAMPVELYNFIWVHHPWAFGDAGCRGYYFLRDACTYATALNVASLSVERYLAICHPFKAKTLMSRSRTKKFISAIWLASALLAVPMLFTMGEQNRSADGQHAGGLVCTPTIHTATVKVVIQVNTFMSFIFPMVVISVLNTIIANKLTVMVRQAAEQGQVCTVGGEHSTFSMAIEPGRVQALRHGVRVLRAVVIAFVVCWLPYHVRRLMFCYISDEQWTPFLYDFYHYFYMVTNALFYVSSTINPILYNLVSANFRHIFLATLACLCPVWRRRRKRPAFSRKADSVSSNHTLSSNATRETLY
# T cell HTS vesicle-bound %: second read-out of T cell HTS, no call of its own (marks repeat the call); double positive events, %; measured here: CD8+ vesicle-bound cell fraction;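 binding gate set so that unloaded-vesicle control wells show 10% double positive cells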
# NTR1 ag cell count 20 µM: also measured in NTR1 ag; calls as there; cell count; measured here: cell count, cytotoxicity flag
# Numbers without * were called inactive; i = inactive. Only part of the results is shown (hit frequency here may not be typical).
SMILES,T cell HTS,T cell HTS vesicle-bound %,NTR1 ag,NTR1 ag cell count 20 µM
CNS(=O)(=O)c1cccc(C(=O)OCC(=O)c2ccc[nH]2)c1,i,41.7,-0.7,50
Cc1ccc(NC(=O)COC(=O)CC2CCCC2)cc1F,i,16.4,-0.3,49
COc1ccc(CN2CCN(C(=O)C3CCN(C(=O)Nc4ccccc4)CC3)CC2)cc1OC,i,42.3,2.2,63
O=S(=O)(Nc1cc(S(=O)(=O)N2CCOCC2)ccc1O)c1ccc2c(c1)OCCCO2,i,18.2,-2.5,61
CCCN(CC(=O)Nc1ccccc1OC)C(=O)CCC(=O)c1ccc(OCC)cc1,i,46.4,-2.4,41
Cc1ccc(S(=O)(=O)Nc2cccc(C(=O)NCC(c3ccc(F)cc3)N3CCOCC3)c2)cc1 (stereo not drawn),i,35.6,-1.5,52
CCC(C)Sc1ccc([C@H]2N[C@@](C)(C(=O)OC)[C@H]3C(=O)N(C)C(=O)[C@@H]23)cc1 (stereo partly drawn),i,15.3,0.3,42
COc1ccccc1OCCNC(=O)c1ccc(C(C)(C)C)cc1,i,29.8,1.2,59
Cn1cccc1C(=O)OCC(=O)NCCCc1ccccc1,i,44.8,1.8,60
C[C@H](CO)N1C[C@H](C)[C@@H](CN(C)S(=O)(=O)c2ccc(F)cc2)Oc2c(NC(=O)Nc3ccc(C(F)(F)F)cc3)cccc2C1=O,i,36.5,13.6,59
Cc1ccccc1Nc1nc(N)nc(COC(=O)c2ccco2)n1,i,49.0,3.0,67
Cc1ccc(C)c(NC(=O)CSc2ccc(S(=O)(=O)N3CCCC3)cn2)c1,i,45.5,-1.4,51
CCOC(=O)C1=C(COC(=O)C2CC(=O)N(CCc3ccccc3)C2)NC(=O)NC1C (stereo not drawn),i,34.2,3.5,52
CC(C)(C)N(Cc1ccccc1)C(=O)COC(=O)c1ccc([N+](=O)[O-])o1,i,34.9,-1.7,63
CC(=O)C[C@@H](O)CC(=O)[C@H]1OC(=O)[C@@H](C)C/C=C\Cc2ccccc21,i,17.7,0.9,59
CSCCC(NS(=O)(=O)c1ccc(C)cc1)C(=O)N1CCCCCCC1 (stereo not drawn),i,37.9,3.5,59
O=[N+]([O-])c1cccnc1Sc1ccc(F)cc1,i,31.6,1.0,43
COc1cc(OC)c(C(=O)OCC(=O)Nc2ccc(S(=O)(=O)N3CCOCC3)cc2)cc1OC,i,50.6,2.4,42
O=C1NCCOC(=O)[C@H](Cc2ccc(F)cc2)CC/C=C/C[C@H]1CC(=O)N(CCO)Cc1ccccc1,i,17.8,-0.3,59
COc1ccc(S(=O)(=O)N2CCN(C(=O)c3ccc4ccccc4n3)CC2)cc1,i,39.3,-0.4,61
CN(CC(=O)Nc1ccccc1C(=O)NC1CC1)Cc1cccs1,i,33.1,-1.9,83
O=C(CN1CCN(S(=O)(=O)c2ccccc2)CC1)N1CCCCC1,i,37.5,1.1,53
Cc1ccccc1C[n+]1cccc2ccccc21,i,55.7,0.8,88
Cc1ccc(S(=O)(=O)N2CCOCC2)cc1NC(=O)CN1CCN(C)CC1,i,34.1,4.8,57

# Only NTR1 ag cell count 20 µM and T cell HTS vesicle-bound % (five entries from above):
molecule | NTR1 ag cell count 20 µM | T cell HTS vesicle-bound %
CSCCC(NS(=O)(=O)c1ccc(C)cc1)C(=O)N1CCCCCCC1 (stereo not drawn) | 59 | 37.9
COc1ccc(S(=O)(=O)N2CCN(C(=O)c3ccc4ccccc4n3)CC2)cc1 | 61 | 39.3
CN(CC(=O)Nc1ccccc1C(=O)NC1CC1)Cc1cccs1 | 83 | 33.1
O=[N+]([O-])c1cccnc1Sc1ccc(F)cc1 | 43 | 31.6
CCOC(=O)C1=C(COC(=O)C2CC(=O)N(CCc3ccccc3)C2)NC(=O)NC1C (stereo not drawn) | 52 | 34.2

# (next part)
SMILES,T cell HTS,T cell HTS vesicle-bound %,NTR1 ag,NTR1 ag cell count 20 µM
CC(C)C(NC(=O)c1ccccc1)C(=O)OCC(=O)N1CCCC1 (stereo not drawn),i,14.9,1.3,73
Cc1ccc(C(=O)Cn2c(=N)n(CCN3CCOCC3)c3ccccc32)cc1,i,38.9,-0.4,69
Cc1c(Cl)c(=O)oc2cc(OCC(=O)N3CCCC(C)C3)ccc12 (stereo not drawn),i,56.5,4.5,52
COc1ccc(S(=O)(=O)N2CCN(c3nn(C)c(=O)n(C)c3=O)CC2)cc1,i,9.4,-2.4,45
O=C1c2ccccc2NC(c2ccc(-c3cccs3)o2)N1O (stereo not drawn),i,43.5,1.0,55
COc1ccccc1CC(=O)OC(C)C(=O)Nc1ccc(S(=O)(=O)N2CCCCC2)cc1 (stereo not drawn),i,48.0,-1.6,66
CC(=O)N1CCN(C(=O)CNC(=O)c2cccs2)CC1,i,5.6,-0.5,68
COc1ccc(C)cc1NC(=O)CCCN1C(=O)NC(C)(C)C1=O,i,35.2,-0.9,63
O=C(NCCN1CCOCC1)c1cccc(S(=O)(=O)Nc2ccc(F)cc2)c1,i,34.3,1.4,53
O=C(c1ccc(S(=O)(=O)Nc2ccccc2Cl)cc1)N1CCCC1,i,23.3,2.7,51
CCOc1ccc(NC(=O)CSc2nnnn2C2CC2)cc1S(=O)(=O)N1CCCC1,i,51.3,2.8,43
COc1ccc(C(=O)c2ccc(Br)cc2)c2ccccc12,i,31.6,3.4,65

# Nothing new here: an excerpt of the list.
SMILES,T cell HTS,T cell HTS vesicle-bound %,NTR1 ag,NTR1 ag cell count 20 µM
O=C1c2ccccc2NC(c2ccc(-c3cccs3)o2)N1O (stereo not drawn),i,43.5,1.0,55
COc1ccccc1CC(=O)OC(C)C(=O)Nc1ccc(S(=O)(=O)N2CCCCC2)cc1 (stereo not drawn),i,48.0,-1.6,66

# (listing goes on)
SMILES,T cell HTS,T cell HTS vesicle-bound %,NTR1 ag,NTR1 ag cell count 20 µM
Cn1cnc(C(=O)N2CCN(c3ccccc3)CC2)c1C(=O)N1CCN(c2ccccc2)CC1,i,18.5,-0.5,71
CSc1ncccc1C(=O)N1CCN(S(=O)(=O)c2ccc3ccccc3c2)CC1,i,41.5,-0.5,77
CN(C)CCOC1c2ccccc2C=Cc2ccccc21,i,31.0,0.6,59
O=C(c1ncn(Cc2ccccc2)c1C(=O)N1CCc2ccccc2C1)N1CCc2ccccc2C1,i,31.3,2.5,63
CN(C(=O)CSc1nc2ccccc2c(=O)n1-c1ccc(F)cc1)C1CCS(=O)(=O)C1 (stereo not drawn),i,50.3,0.1,57
COc1ccc(OC)c(NC(=O)C(C)SCc2nc3sc(C)c(C)c3c(=O)[nH]2)c1 (stereo not drawn),i,4.2,-1.9,56
C[C@H](CO)N1C[C@H](C)[C@H](CN(C)Cc2ccccc2)Oc2c(NC(=O)Nc3ccc(F)cc3)cccc2C1=O,i,4.6,8.4,44
O=S(=O)(c1ccc(SCCOc2ccc(Cl)cc2)nc1)N1CCCC1,i,34.1,-1.4,70
CN(C)C(=O)CSc1ccccc1C(=O)OCC(=O)NC1CC1,i,33.6,-0.6,58
COc1ccc(C(=O)N(C)C2CCCCC2)cc1S(=O)(=O)N1CCOCC1,i,43.0,-1.3,61
Cc1ccc(S(=O)(=O)N2CCOCC2)cc1C(=O)OCC(=O)NC1CC1,i,36.5,-0.7,86
C[C@H](CO)N1C[C@H](C)[C@@H](CN(C)S(=O)(=O)c2cn(C)cn2)Oc2c(NS(=O)(=O)c3cccs3)cccc2C1=O,i,7.9,0.5,72

# Individual results from the list.
# Reading for COc1ccc(CN2CCN(C(=O)C3CCN(C(=O)Nc4ccccc4)CC3)CC2)cc1OC under NTR1 ag cell count 20 µM: 63
# Reading for COc1ccc(S(=O)(=O)N2CCN(C(=O)c3ccc4ccccc4n3)CC2)cc1 under NTR1 ag: -0.4
# Reading for Cc1ccc(S(=O)(=O)N2CCOCC2)cc1C(=O)OCC(=O)NC1CC1 under T cell HTS vesicle-bound %: 36.5
# Reading for COc1ccc(C(=O)N(C)C2CCCCC2)cc1S(=O)(=O)N1CCOCC1 under NTR1 ag: -1.3

# The results go on:
SMILES,T cell HTS,T cell HTS vesicle-bound %,NTR1 ag,NTR1 ag cell count 20 µM
COc1ccc(C(=O)NC2CCC(O)CC2)cc1S(=O)(=O)NCc1ccc(Cl)cc1 (stereo not drawn),i,29.1,-0.2,83
CCCn1nc(C(=O)NC2CC2)c2ccccc2c1=O,i,56.4,2.9,54
CC[C@@H]1C/C=C\Cc2ccccc2[C@@H](C(=O)C[C@H](O)CC(C)=O)OC1=O,i,12.5,-1.3,47
COc1cccc2cc(-c3ccccc3)oc12,i,18.4,2.7,52
O=C(Cc1ccc([N+](=O)[O-])cc1)N/N=C/c1cccnc1,i,33.9,-1.2,56
O=C(NCC1(N2CCCCC2)CCCCC1)c1cccc(S(=O)(=O)Nc2ccc(F)cc2)c1,i,36.2,-2.7,57
CC1Cc2ccccc2N1S(=O)(=O)c1cccc(C(=O)OCC(=O)N2CCOCC2)c1 (stereo not drawn),i,28.9,4.5,58
C[C@H]1CN([C@@H](C)CO)C(=O)Cc2cc(NC(=O)Cn3cnnn3)ccc2O[C@H]1CN(C)Cc1ccncc1,i,5.5,0.2,62
CN(C(=O)COC(=O)c1cccc(S(=O)(=O)N(C)c2ccccc2)c1)C1CCCCC1,i,24.7,0.9,66
C[C@@H](NC(=O)c1nc[nH]c1C(=O)NCc1ccccc1)c1ccccc1,i,32.1,0.0,54
O=C(Nc1ccon1)c1nc[nH]c1C(=O)N1CCc2ccccc2C1,i,38.7,1.3,61
Nc1ccn(CC(=O)NCc2ccccc2)c(=O)n1,i,37.2,1.9,53
O=C(Nc1ccccc1C(=O)Nc1ccc(Br)cn1)c1ccccc1Cl,i,43.8,2.2,66
O=C(COC(=O)c1ccc([N+](=O)[O-])o1)NCc1ccccc1,i,53.0,-1.6,63
COc1cccc(NC(=O)COC(=O)CCSc2ccccc2)c1,i,49.0,0.8,53
CC(=O)Nc1ccc(S[C@@H](CCN2CC[C@H](O)CCC2=O)c2ccccc2)cc1,i,46.5,1.4,48
Cc1ccc(S(=O)(=O)N2CCOCC2)cc1NC(=O)COc1ccc(C(=O)c2ccccc2)cc1,i,53.0,1.4,74
NC(=O)COc1ccc(/C=C2\C(=O)ON=C2c2ccccc2)cc1,i,62.6,19.0,48
c1ccc2c(-c3cncc4ccccc34)cncc2c1,i,33.0,0.4,62
Nc1nc(SCC(=O)N2CCN(c3ccc(F)cc3)CC2)n[nH]1,i,38.2,-1.4,62
O=C(NCCCNC(=O)c1ccccc1)c1ccccc1,i,36.7,1.8,43
Cc1cc(NC(=O)CN2C(=O)NC3(CCCCCC3)C2=O)ccc1Br,i,42.0,4.3,45
COc1ccc(C(CNC(=O)CNC(=O)c2ccccc2)N2CCCC2)cc1 (stereo not drawn),i,36.0,-0.6,58
Cc1nn(CC(=O)N2CCN(S(=O)(=O)c3ccccc3)CC2)c(C)c1[N+](=O)[O-],i,2.4,-0.3,44
COc1cccc(NC(=O)CN(C)C(=O)c2cccc(NS(=O)(=O)c3ccccc3)c2)c1,i,42.8,-1.6,59
COc1ccc(-c2sc3ccc(OC)cc3c2-c2ccc(OC)c(F)c2)cc1,i,41.4,8.8,42
CCOC(=O)C1CCCN(C(=O)c2ccc3ncsc3c2)C1 (stereo not drawn),i,21.0,2.9,67
CC1CN(C(=O)CNC(=O)COc2ccccc2)CC(C)O1 (stereo not drawn),i,48.9,3.1,41
CC1CCCC(NC(=O)CSc2ncnc3ccccc23)C1C (stereo not drawn),i,54.3,-2.4,53
COc1ccc(C(CNC(=O)COc2ccccc2)N2CCCCC2)cc1 (stereo not drawn),i,39.1,2.2,63
C[C@@H](NC(=O)c1[nH]cnc1C(=O)Nc1ccccc1)c1ccccc1,i,39.5,26.8,51
CC(OC(=O)CN1C(=O)NC2(CCCCC2C)C1=O)c1ccccc1 (stereo not drawn),i,32.6,6.1,69
CCOC(=O)C1CCCN(C(=O)COc2ccc(C(=O)c3ccc(F)cc3)cc2)C1 (stereo not drawn),i,34.5,-1.0,60
Cc1cnc(C(=O)OCC(=O)NCc2cccc(Cl)c2)cn1,i,16.0,0.0,46
Nc1cccc(O)c1,i,25.1,-0.9,59
CCCCn1c(N)c(N(CCC(C)C)C(=O)c2ccc(-c3ccc([N+](=O)[O-])cc3)o2)c(=O)[nH]c1=O,i,21.3,5.5,51
COC(=O)c1ccc(-c2c(-c3ccccc3)ncc3cc(OC)c(OC)cc23)cc1,i,21.1,9.1,58
COCCn1cnnc1SCC(=O)Nc1ccc(N2CCCCC2)cc1,i,39.3,-1.9,50
CC(=O)c1cccc(S(=O)(=O)N2CCC(C(=O)N(C)Cc3ccc(Cl)s3)CC2)c1,i,21.9,-0.8,67
CCOC(=O)/C=C/[C@H]1CC(c2ccccc2)(c2ccccc2)CO1,i,47.0,3.3,51
O=C(OCC(=O)N1N=C(c2ccc(Cl)cc2)CC1c1ccco1)c1cncc(Br)c1 (stereo not drawn),i,56.9,0.2,50
O=C(Nc1cc2c(cc1Br)OCCO2)c1ccc(=O)[nH]c1,i,57.9,-1.6,49
Cc1ccc(CNC(=O)c2cc(-c3ccccc3C)nn2CC2CC(c3cccnc3)=NO2)cc1 (stereo not drawn),i,12.3,-1.0,67
CSCCC(NC(=O)COc1ccccc1)C(=O)N(C)CC(=O)Nc1ccc(C)cc1 (stereo not drawn),i,41.0,3.5,46
Cc1ccc(C(=O)NCC(=O)OCn2nnc3ccccc3c2=O)cc1,i,53.3,8.8,74
c1ccc2c(C[C@@H]3CNCCN3CCC34CC5CC(CC(C5)C3)C4)cccc2c1,i,39.2,17.1,60
O=C(O)c1cccc2sc3cc(Cl)ccc3c(=O)c12,i,42.8,0.4,66
